OX1R antag-1: human HCRTR1 antagonism | CHO/OX1R cells, Fluo-8 calcium fluorescence, orexin A | actives 0.43% (n = 330,000) | AID 434989 | inhibition, % at 5 µM;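 active = inhibition above its plate's threshold, mean inhibition of all tested compounds on the plate plus 3 SD, cut at about 37% in these data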;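 note: 0% = orexin A challenge wells and 100% = SB-334867-A antagonist wells; not every result past the cut was called active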
Target sequence (O43613 whole entry, looked up): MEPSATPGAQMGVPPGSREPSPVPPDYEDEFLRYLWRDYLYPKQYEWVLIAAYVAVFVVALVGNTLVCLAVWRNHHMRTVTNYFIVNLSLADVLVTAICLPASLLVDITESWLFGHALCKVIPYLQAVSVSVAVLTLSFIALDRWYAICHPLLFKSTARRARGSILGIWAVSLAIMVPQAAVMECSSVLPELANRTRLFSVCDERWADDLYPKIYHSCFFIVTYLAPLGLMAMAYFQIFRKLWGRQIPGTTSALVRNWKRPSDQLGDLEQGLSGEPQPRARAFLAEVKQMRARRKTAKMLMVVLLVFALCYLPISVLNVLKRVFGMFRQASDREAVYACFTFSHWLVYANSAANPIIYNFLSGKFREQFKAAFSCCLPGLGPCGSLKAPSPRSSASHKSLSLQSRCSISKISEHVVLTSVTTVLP
OX1R antag-2: antagonists of human orexin 1 receptor (OX1R) | OX1R-expressing cells, FRET antagonist read-out | inhibition, % at 6.6 µM | actives 1.8% (n = 330,000) | AID 485270; in the data active = inhibition mostly above about 38%, no sharp cut-off; inactive = mostly below about 40%;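 note: 0% = agonist challenge alone and 100% = reference antagonist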
Numbers without * were called inactive.

Preview, five compounds:
SMILES	OX1R antag-1	OX1R antag-2
Cc1cccc(C(=O)OC2CCCN(C)C2)c1C (configuration not stated)	-26.3	3.3
COc1ccc(C2C=C(C34CC5CC(CC(C5)C3)C4)NC(=S)N2)cc1OC (configuration not stated)	-8.6	7.7
N#CCSc1nnc(-c2c[nH]c3ccccc23)o1	2.8	29.9
Cc1ccc(S(=O)(=O)N2CCN(CC(=O)Nc3ccnn3C3CCCC3)CC2)cc1	-29.6	-0.3
O=C(c1ccc(-c2ccc(Cl)cc2Cl)o1)N1CCOCC1	-7.6	16.9

Results, previewed entries included:
SMILES	OX1R antag-1	OX1R antag-2
Cc1cccc(C(=O)OC2CCCN(C)C2)c1C (configuration not stated)	-26.3	3.3
COc1ccc(C2C=C(C34CC5CC(CC(C5)C3)C4)NC(=S)N2)cc1OC (configuration not stated)	-8.6	7.7
N#CCSc1nnc(-c2c[nH]c3ccccc23)o1	2.8	29.9
Cc1ccc(S(=O)(=O)N2CCN(CC(=O)Nc3ccnn3C3CCCC3)CC2)cc1	-29.6	-0.3
O=C(c1ccc(-c2ccc(Cl)cc2Cl)o1)N1CCOCC1	-7.6	16.9
O=Cc1ccc(OC(=O)C2CC(=O)N(c3ccc(F)cc3)C2)cc1 (configuration not stated)	-2.9	6.4
CCN(CC)c1ccc(C(=O)N/N=C(\C)c2ccc(O)cc2)cc1	-20.2	15.1
O=C(O)c1cccc2cccnc12	-14.9	48.7
CCCOc1ccccc1Cn1c(=O)oc2ccc(C)cc21	-11.6	17.4
O=C1CCc2cc(S(=O)(=O)N3CCC(C(=O)NC4CCCCCCC4)CC3)ccc2N1	-11.3	3.2
CCOC(=O)C=C1CCN(c2ncc(C(F)(F)F)cc2Cl)CC1	-16.6	8.3
COc1ccccc1OCCCOc1ccc(/C=C2\SC(=O)NC2=O)cc1OC	-16.6	77.8*
Cc1noc(C)c1COC(=O)c1cc(F)c(F)cc1Cl	-25.4	25.8
COCCSc1ccccc1C(=O)NCCc1ccccc1	-21.9	3.3
CC(C)(C)C(=O)OCOC(=O)[C@@H]1N2C(=O)[C@@H](N=CN3CCCCCC3)[C@H]2SC1(C)C	-0.3	11.3
C=CCNC(=O)c1onc(CSc2ccc(F)cc2)c1C(=O)NCC=C	-8.8	32.3
CC(=O)Cc1nsc(NC(=O)c2oc(-c3ccccc3Cl)cc2C)n1	-11.5	17.6
O=C(C[C@@H]1C/C=C\C[C@H](NC(=O)OCC2c3ccccc3-c3ccccc32)C(=O)OC[C@H]2CCCN2C1=O)N[C@H](CO)Cc1ccccc1	0.7	10.8
COc1ccccc1N1CCN(C(=O)c2c(C)noc2C)CC1	-4.6	12.2
COc1cccc(-n2nnnc2SCC(=O)NCc2ccco2)c1	-16.7	9.1
CCCCOc1ccc(/C=N/NC(=O)c2nnn(-c3nonc3N)c2CN2CCCCCC2)cc1	-22.5	6.9
O=C(NCC1CC1)c1onc(CSc2ccc(F)cc2)c1C(=O)NCC1CC1	-9.8	4.3
Cc1cc(C(=O)N2CCC(C(=O)O)CC2)c(C(F)(F)F)o1	5.7	8.1
CCCCCc1nnc(NC(=O)Cc2ccc([N+](=O)[O-])cc2)s1	-25.9	6.1
O=C(CCC(=O)NNc1nc2ccccc2c2nc(-c3ccccc3)nn12)NCCCN1CCCC1=O	-0.8	37.9

Pulled by compound from above, three records:
SMILES	OX1R antag-1	OX1R antag-2
CCOC(=O)C=C1CCN(c2ncc(C(F)(F)F)cc2Cl)CC1	-16.6	8.3
O=C1CCc2cc(S(=O)(=O)N3CCC(C(=O)NC4CCCCCCC4)CC3)ccc2N1	-11.3	3.2
Cc1noc(C)c1COC(=O)c1cc(F)c(F)cc1Cl	-25.4	25.8

(list continues)
SMILES	OX1R antag-1	OX1R antag-2
CCn1nc(C)c(/C=N/NC(=O)c2ccc3c(c2)c(C)c(C)n3Cc2ccccc2)c1C	-44.9	22.5
COc1ccc(N2CCN(Cc3nc(N)nc(Nc4ccc(C)c(Cl)c4)n3)CC2)cc1	-40.0	4.7
O=C1CNC(=O)N1c1ccc(Cl)cc1	-6.8	-3.0
CN1CCN(NC(=S)Nc2ccc(Oc3ccccc3)cc2)CC1	3.0	9.2
O=C1C(=O)c2ccccc2C(O)=C1C1CCC(c2ccc(Cl)cc2)CC1 (configuration not stated)	-5.2	9.6
Cc1ccc(NC2SC(=O)N(Cc3cccc(C(=O)O)c3)C2=O)cc1 (configuration not stated)	13.9	7.5
CS(=O)(=O)N(CC(=O)N1CCCCCC1)c1cccc([N+](=O)[O-])c1	-15.2	19.7
Cc1ccc(Nc2nc(-c3c(C)nc4ccccn34)cs2)cc1	12.3	30.3
Cc1ccc(-n2nnnc2-c2cnn(-c3cccc(F)c3)c2C(F)(F)F)cc1	-18.6	11.8
CCCCNC(=O)c1cccc(S(=O)(=O)N2CC3(C)CC2CC(C)(C)C3)c1 (configuration not stated)	-2.0	5.8
CCCCN1C(=O)C(NC(=O)CC(C)C)(C(F)(F)F)C2=C1CC(C)(C)CC2=O (configuration not stated)	-25.5	26.4
O=C(COc1ccc(Br)cc1)N/N=C1/SCC(=O)N1Cc1ccco1	-32.8	13.3
O=C(N/N=C/c1cccc(C(F)(F)F)c1)c1ccccc1O	-17.2	18.8
O=C(N/N=C/c1cc2c(cc1[N+](=O)[O-])OCO2)c1ccccn1	-18.1	11.8
Cc1noc(C)c1C(=O)Nc1ccccn1	4.8	8.3
CCOC(=O)C1CCCN(C(=O)c2cn(CC)c3ccc(S(=O)(=O)N(C)C)cc3c2=O)C1 (configuration not stated)	-2.0	4.9
C1CCN(c2nc3nonc3nc2N2CCCC2)C1	-14.9	5.6
C=CCc1ccc(OCCCCN2CCC(C)CC2)c(OC)c1	-37.5	9.2
COc1cc(OC)c(NS(=O)(=O)c2ccc3c(c2)NC(=O)CO3)cc1Cl	-5.3	-0.8
COc1ccc(N2CCN(C(=O)c3cc(C4CC4)nn3-c3ccccc3)CC2)cc1	1.9	9.0
Cc1ccccc1-c1nc2sc3c(c2c(=O)n1N)CCCC3	-27.1	20.0
Cc1cc(NS(=O)(=O)c2ccc(NC(=O)c3ccc(Cl)cc3Cl)cc2)no1	-9.2	13.2
CCCn1c(N)c(C(=O)CSc2nnc3n2CCCCC3)c(=O)[nH]c1=O	10.1	-2.1
O=C(Nc1cccc(Cl)c1Cl)c1ccc(-c2ccccc2)cc1	-29.1	14.3
COC(=O)c1cc(-c2c(-c3ccc4c(c3)OCO4)noc2-c2ccsc2)cc([N+](=O)[O-])c1	-15.1	11.9
Later entries.
SMILES	OX1R antag-1	OX1R antag-2
CC(NCc1ccccc1)C1COc2ccccc2O1 (configuration not stated)	-13.6	10.5
CCCCCN(C(=O)CCC(=O)OCc1cc(C)ccc1C)c1c(N)n(CCCC)c(=O)[nH]c1=O	-31.1	10.6
O=C(COc1ccc(F)cc1)Nc1ccc(S(=O)(=O)Nc2ncccn2)cc1	-9.8	31.8
COc1cccc(CNC(=O)C2CCN(S(=O)(=O)N3CCCC3)CC2)c1	-6.4	22.6
Cc1ccc(N2CC(C(=O)NCCCn3ccnc3)CC2=O)cc1 (configuration not stated)	-0.1	6.2
COc1ccc(Cn2nnnc2C(c2ccc(C)cc2)N2CCN(C3CCCC3)CC2)cc1 (configuration not stated)	-18.6	36.8
CN(C)C(CNC(=O)c1ccc(Cl)c(S(=O)(=O)N2CCCCCC2)c1)c1ccccc1 (configuration not stated)	20.4	14.1
Cc1c(C(=O)N2CCOCC2)c(S(=O)(=O)Nc2ccccc2F)c(C)n1C	-9.0	6.5
CCOC(=O)c1ccc(NC(=S)NC(=O)c2nn(CC)cc2Br)cc1	-13.7	9.4
COc1ccc(N2C(=O)C(CC(=O)Nc3ccccc3)N(Cc3cccs3)C2=O)cc1 (configuration not stated)	-34.3	1.5
O=C(COc1ccc(Br)cc1)Nc1nc(-c2cccnc2)cs1	0.1	11.1
COc1ccccc1NC(=O)c1c(N=Cc2ccccc2O)cnn1C	-33.8	14.2
O=C(CN1C(=O)NC(c2ccccc2)(c2ccccc2)C1=O)N1CCCCC1	-31.6	-0.5
CC(C)N1CC(C(=O)O)CC1=O (configuration not stated)	-9.3	8.0
Cc1c(N=Cc2cc3c(cc2Cl)OCO3)c(=O)n(-c2ccccc2)n1C	5.2	4.6
Cc1ccc(/C=C/C(=O)NC2CCCCCCC2)o1	-28.1	6.8
CCOC(=O)CSc1nc(C)c2cc(OC)ccc2n1	-8.9	39.5
O=C(NCc1ccccc1Cl)c1ccc(CS(=O)Cc2ccc(Cl)cc2)o1 (configuration not stated)	-19.9	6.6
COc1cccc(/C=C2\SC(=O)N(CC(=O)NC3C=CS(=O)(=O)C3)C2=O)c1 (configuration not stated)	-1.5	20.5
Cc1nc(SCC(=O)NCc2cccs2)nc(C)c1C	-1.3	14.2
COc1ccc(N2CCN(Cc3nc(-c4ccc(Cl)cc4Cl)no3)CC2)cc1	-8.5	7.2
CCOc1cc(CN2CCN(CCOCCO)CC2)ccc1OC	-4.0	9.2
O=C(c1ccc(Cl)c(S(=O)(=O)N2CCCCCC2)c1)N1CCOCC1	-11.8	9.8
C=CCc1c(C)nc(C)nc1N/N=C/c1ccc(N(C)C)cc1	-26.0	27.9
CC(C)C[C@H](NC(=O)N1CCn2c1nc1ccccc12)C(=O)NC1CCCCC1	-15.3	7.0
Next section.
SMILES	OX1R antag-1	OX1R antag-2
O=C(Nc1ccc(F)c(Cl)c1)C1CC(=O)N(Cc2ccco2)C1 (configuration not stated)	-13.1	7.2
CCS(=O)(=O)N1CCN(S(=O)(=O)c2ccc(S(=O)(=O)NC3CC3)cc2)CC1	-14.6	9.9
CCOc1ccc(C2C(C(=O)/C=C/c3ccco3)=C(O)C(=O)N2CCN2CCOCC2)cc1OC (configuration not stated)	-5.2	5.2
Cc1[nH]c(=O)c(C#N)c(C)c1CCC(=O)NCc1cccc(C(F)(F)F)c1	12.3	12.1
CC(C)(C)NC(=O)NC(=O)CSc1ccc(S(=O)(=O)N2CCOCC2)cn1	10.1	1.3
COc1ccc(CCN2C(=O)CC(N3CCN(S(=O)(=O)c4ccccc4)CC3)C2=O)cc1 (configuration not stated)	-34.7	9.5
Cc1nc(SCC(=O)Nc2nc3ccccc3s2)n[nH]1	1.0	11.9
NC(=O)c1cc(S(=O)(=O)NCCc2ccccc2)cs1	-4.2	2.7
CCN(CC)C(=O)CSc1nnc2c3ccccc3n(C)c2n1	-14.5	25.9
O=C(NN1C(=O)NC2(CCCCC2)C1=O)c1cc2cc(Cl)ccc2o1	-39.1	-6.2
Cc1nc(C(=O)Nc2cccc(Cl)c2Cl)nn1-c1cc(OC(C)C)c(Cl)cc1Cl	-28.0	-0.3
Cc1cc2nc(/N=C(\N)NC(=O)C(C)C)nc(C)c2cc1C	-0.2	5.5
COc1ccc2c(c1)c(N=NC(N)=S)c(O)n2CC(=O)c1ccccc1	-24.1	3.0
Cc1cc(NS(=O)(=O)c2ccc(NC(=O)CSc3nc4sc(C)c(C)c4c(=O)[nH]3)cc2)no1	-17.8	-5.1
O=C(Nc1nnc(C2CC2)s1)c1cc(-c2ccccc2)nn1-c1ccccc1	-27.1	27.5
CCOC(=O)CN1CC23C=CC(O2)C(C(=O)O)C3C1=O (configuration not stated)	4.3	16.6
O=C1Nc2ccccc2C(=O)N2[C@H](c3ccccc3)[C@@H]3C(=O)N(Cc4ccccc4)C(=O)[C@@H]3[C@H]12	-20.6	28.0
CC(=O)C12OC1CC1C3CCC4=CC(=O)CCC4(C)C3CCC12C (configuration not stated)	-16.1	8.5
Cc1ccc(C(=O)CSc2ccc(-c3ccncc3)nn2)cc1	-20.6	23.8
CCOC(=O)c1c(NC(=O)Nc2ccc(C)cc2)sc2c1CCN(C)C2	-22.0	22.0
O=C(N/N=C/c1cccs1)c1cc(C2CC2)nc2ccccc12	-14.5	28.7
COc1cccc(C2=NNC(=NCc3ccccc3)SC2)c1	-36.5	11.9
O=C(NC(Cc1ccccc1)C(=O)NC(Cc1ccccc1)C(=O)O)c1ccccc1 (configuration not stated)	-6.2	12.2
Cc1ccc(C)c(N2CCN(C(=O)CCS(=O)(=O)c3cccc4nonc34)CC2)c1	4.1	23.0
CC1=C(C(=O)Nc2cc(-c3cccc(F)c3)[nH]n2)C2(CCCCC2)OC1=O	-23.6	10.4

Gathered by group, the entries above with a CF3 group (six)
SMILES	OX1R antag-1	OX1R antag-2
CCOC(=O)C=C1CCN(c2ncc(C(F)(F)F)cc2Cl)CC1	-16.6	8.3
Cc1cc(C(=O)N2CCC(C(=O)O)CC2)c(C(F)(F)F)o1	5.7	8.1
Cc1ccc(-n2nnnc2-c2cnn(-c3cccc(F)c3)c2C(F)(F)F)cc1	-18.6	11.8
CCCCN1C(=O)C(NC(=O)CC(C)C)(C(F)(F)F)C2=C1CC(C)(C)CC2=O (configuration not stated)	-25.5	26.4
O=C(N/N=C/c1cccc(C(F)(F)F)c1)c1ccccc1O	-17.2	18.8
Cc1[nH]c(=O)c(C#N)c(C)c1CCC(=O)NCc1cccc(C(F)(F)F)c1	12.3	12.1
